LYPLA1 counter = LYPLA1 inhibitors, primary screen, counter-screen for PME1 inhibitor project, biochemical, fluorescence polarization, FP-Rh probe ABPP. Acyl-protein thioesterase 1 (Homo sapiens), O75608. recombinant LYPLA1. inhibition, % at 5.9 µM. hit rate 0.16% among 320,000;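 active = inhibition above the mean of all tested compounds plus 3 SD, set per campaign, cut at about 14% in these data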;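 note: inhibitors block serine hydrolase probe labeling of LYPLA1 so polarization falls; 0% = enzyme with DMSO and 100% = wells lacking LYPLA1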
Target sequence (O75608 whole entry, looked up): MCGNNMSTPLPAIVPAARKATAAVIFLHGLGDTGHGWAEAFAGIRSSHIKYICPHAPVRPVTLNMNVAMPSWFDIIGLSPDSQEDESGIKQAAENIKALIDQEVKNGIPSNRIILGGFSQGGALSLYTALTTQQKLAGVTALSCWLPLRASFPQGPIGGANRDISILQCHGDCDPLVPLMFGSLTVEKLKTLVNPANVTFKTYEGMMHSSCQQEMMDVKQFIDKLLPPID
PREPL inh = PREPL enzyme inhibitors, primary screen, biochemical, fluorescence polarization; inhibition, % at 5.96 µM; recombinant PREPL, fluorescence polarization activity-based probe; hit rate 0.68% among 320,000; Prolyl endopeptidase-like (Homo sapiens), Q4J6C6; in the data active = inhibition above about 43%;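 note: 0% = enzyme with DMSO and 100% = wells lacking enzyme; many of its hits are not listed in these tables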
EBNA-1 inh = EBNA-1 DNA-binding inhibitors, primary screen, biochemical, fluorescence polarization | inhibition, % at 14.8 µM | hit rate 0.34% among 300,000; in the data active = inhibition above about 28%
PAFAH1B3 FP inh = PAFAH1B3 enzyme inhibitors, primary screen, biochemical, fluorescence polarization, human. Platelet-activating factor acetylhydrolase IB subunit alpha1 (Homo sapiens), Q15102. recombinant PAFAH1B3, FP-rhodamine probe. inhibition, % at 3.39 µM. hit rate 0.28% among 340,000. AID 492972, 2010;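 active = inhibition above the screen-wide average of all tested compounds plus 3 SD, cut at about 25% in these data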;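 note: 0% = enzyme with DMSO only and 100% = wells lacking PAFAH1B3 protein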
Target sequence (Q15102 whole entry, looked up): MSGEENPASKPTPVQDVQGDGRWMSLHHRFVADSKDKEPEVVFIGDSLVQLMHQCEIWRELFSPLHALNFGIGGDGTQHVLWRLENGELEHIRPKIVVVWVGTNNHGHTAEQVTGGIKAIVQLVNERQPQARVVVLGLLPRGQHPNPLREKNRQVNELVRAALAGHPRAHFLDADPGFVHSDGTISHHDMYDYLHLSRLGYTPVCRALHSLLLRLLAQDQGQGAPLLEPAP
PAFAH2 inh = PAFAH2 enzyme inhibitors, primary screen, biochemical, fluorescence polarization, human; recombinant PAFAH2, FP-rhodamine activity probe; inhibition, % at 3.39 µM; hit rate 0.99% among 340,000;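 active = inhibition above the mean over all tested compounds plus 3 SD, cut at about 30% in these data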;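 note: inhibitors block probe labeling of enzyme so polarization drops; 0% = enzyme with DMSO and 100% = wells lacking PAFAH2 protein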
GSTO1 counter = inhibitors of recombinant GSTO1, primary screen, counter-screen for RBBP9 inhibitor project, biochemical, fluorescence polarization; Glutathione S-transferase omega-1 (Homo sapiens), P78417; activity-based probe fluorescence polarization; inhibition, % at 5.96 µM; hit rate 1.1% among 300,000; AID 1974, 2009;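 active = inhibition above the campaign mean inhibition plus 3 SD, cut at about 35% in these data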;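 note: 0% = GSTO1-1 with DMSO and 100% = wells lacking GSTO1-1 enzyme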
Target sequence (P78417 whole entry, looked up): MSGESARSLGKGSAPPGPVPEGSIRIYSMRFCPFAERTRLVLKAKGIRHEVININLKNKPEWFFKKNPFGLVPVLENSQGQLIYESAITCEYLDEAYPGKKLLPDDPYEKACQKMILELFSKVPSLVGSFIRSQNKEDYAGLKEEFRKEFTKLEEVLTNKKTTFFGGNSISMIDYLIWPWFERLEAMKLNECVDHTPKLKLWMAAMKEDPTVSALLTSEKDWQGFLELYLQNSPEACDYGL
LYPLA2 inh = LYPLA2 inhibitors, primary screen, counter-screen for PME1 inhibitor project, biochemical, fluorescence polarization, FP-Rh probe ABPP | inhibition, % at 5.9 µM | Acyl-protein thioesterase 2 (Homo sapiens), O95372 | AID 2177, 2009 | recombinant LYPLA2 | hit rate 0.38% among 320,000;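 active = inhibition above the screen-wide mean plus 3 SD, limit set per campaign, cut at about 26% in these data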;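 note: 0% = LYPLA2 with DMSO and 100% = wells lacking LYPLA2 enzyme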
PAD4 inh = human PAD4 inhibitors, primary screen, biochemical, fluorescence polarization, 1536-well format; Protein-arginine deiminase type-4 (Homo sapiens), Q9UM07; recombinant PAD4, RCA probe fluorescence polarization; inhibition, % at 6.36 µM; hit rate 0.41% among 330,000;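 active = percent inhibition above a cutoff equal to the mean of all tested compounds plus 3 SD, cut at about 15% in these data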;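 note: 0% = PAD4 with RCA probe and DMSO and 100% = probe without PAD4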
ZTA counter = counter-screen for EBNA-1 inhibitors: inhibitors of Epstein-Barr virus ZTA; P03206; ZTA-DNA binding, fluorescence polarization; inhibition, % at 11 µM; hit rate 0.15% among 320,000; AID 2234; in the data active = inhibition above about 33%
Target sequence (P03206 whole entry, looked up): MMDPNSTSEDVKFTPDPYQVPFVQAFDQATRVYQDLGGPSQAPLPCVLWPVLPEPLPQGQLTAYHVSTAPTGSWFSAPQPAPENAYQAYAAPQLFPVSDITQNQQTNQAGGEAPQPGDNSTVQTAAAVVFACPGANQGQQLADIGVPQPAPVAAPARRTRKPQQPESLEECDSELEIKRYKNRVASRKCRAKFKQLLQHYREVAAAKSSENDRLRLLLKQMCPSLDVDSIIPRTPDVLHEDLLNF
The depositor's hits bear a star; nt = not tested or not shown. Only part of the results is shown, so the mix of outcomes need not match the whole.

SMILES	LYPLA1 counter	PREPL inh	EBNA-1 inh	PAFAH1B3 FP inh	PAFAH2 inh	GSTO1 counter	LYPLA2 inh	PAD4 inh	ZTA counter
Cc1ccc(N(CC(=O)N/N=C/c2cccs2)S(C)(=O)=O)cc1	5	4	9	4	-5	1	5	3	-8
O=C(O)c1ccccc1SC1CC(=O)N(c2ccc3c(c2)OCO3)C1=O (stereo not drawn)	-2	13	-4	6	9	9	-10	7	4
CCOC(=O)C1(CCc2ccccc2)CCN(Cc2nccn2CC)CC1	3	-21	1	-2	9	0	9	1	-15
CCc1cc(-c2nnc(SCC(=O)NC3CC3)n2C)cs1	-3	2	-4	2	7	2	-2	1	-13
O=C(CCn1cccc1)Nc1cccc(F)c1	-4	-9	10	6	-6	-2	1	5	-11
O=C(CCc1ccccc1)NC(=S)Nc1ccccc1Br	-7	10	-10	1	3	9	-3	-5	-22
Cc1ccc(C(=O)OCC(=O)NCc2ccc3c(c2)OCO3)o1	nt	25	nt	9	16	nt	nt	-2	nt
Cc1ccc(-n2c(C)cc(C(=O)OCC(=O)N(C)C3CCS(=O)(=O)C3)c2C)cc1 (stereo not drawn)	-1	2	-6	1	-6	8	2	-2	-26
Cc1cc(NC2CCCCC2)nc2ccccc12	-1	1	-2	0	1	-3	-2	-9	-14
COCCn1c(-c2ccco2)nc2nc3ccccc3nc21	0	4	4	1	24	1	-8	-9	-13
Cc1ccc(NC(=O)c2cc(N3C(=O)C=CC3=O)ccc2Cl)cc1C	-8	-4	-2	-2	-13	-12	-10	-3	-2
COc1ccc(OC)c(C(c2nnnn2Cc2ccccc2)N2CCN(C3CCCCC3)CC2)c1 (stereo not drawn)	-1	-18	2	3	-2	10	11	1	6
O=C(COC(=O)c1cccs1)NCCCc1ccccc1	0	-3	-4	1	47*	9	-5	-3	-1
COCCn1c(=O)[nH]c2cc(C(=O)NCCc3ccc(S(N)(=O)=O)cc3)ccc2c1=O	-1	15	-12	5	8	4	-4	-1	-11
CCOC(=O)Cc1c(Sc2ccccc2)c2cc(C)ccc2n1C	-1	-2	6	9	4	1	-4	-1	14
C=CCn1c(SCc2nc3ccccc3c(=O)[nH]2)nc2ccccc2c1=O	3	-7	8	0	0	-2	0	2	-1
Cc1ccccc1N1C(=O)C2C3C=CC(C2C1=O)N(C)C3=O (stereo not drawn)	-1	-9	-3	8	1	6	-2	-3	13
CSc1ccccc1NC(=S)Nc1cccc(C(F)(F)F)c1	1	-6	-20	-2	-7	-6	3	-2	0
COc1ccc(CCNC(=O)Nc2cc(F)c(F)cc2Cl)cc1OC	-4	-5	9	4	0	-3	1	7	-13
Nc1c(C(=O)N/N=C/c2ccc([N+](=O)[O-])cc2)sc2nnc(-c3ccccc3)c(-c3ccccc3)c12	-1	-5	1	nt	nt	9	0	0	-24
Cn1c(SCC(=O)NCc2ccc3c(c2)OCO3)nnc1-c1c[nH]c2ccccc12	1	-9	-6	-6	4	3	5	-4	-4
CCCCCCOC(=O)Cc1c(C)nc(-c2ccccc2)[nH]c1=O	1	-3	0	2	2	14	5	-1	3
CN1C(=O)C2(Nc3ccccc3-c3nc4ccccc4n32)c2ccccc21 (stereo not drawn)	6	5	-11	2	0	2	-2	-5	0
COc1ccc(CNC(=O)C2CCN(c3nc(OC)nc(OC)n3)CC2)cc1	-1	-10	5	2	2	-3	-3	1	5
Nc1c(N(Cc2ccccc2)C(=O)COc2cccc(Cl)c2)c(=O)[nH]c(=O)n1Cc1ccccc1	-1	24	4	-1	1	6	-1	0	10
COCCn1c(SCc2ccc(F)cc2)nc2ccccc2c1=O	1	6	4	2	1	-4	-1	1	-2
FC(F)(F)c1cccc(NC(=S)N2CCCC2)c1	-3	4	6	11	-3	7	2	4	-1
Cc1cccc(-c2ncc(CN3CCN(CC(C)C)C(CCO)C3)cn2)c1 (stereo not drawn)	1	19	0	7	1	4	0	0	15
COc1cc(/C=N/NC(=O)C2CCN(CC(O)COCc3ccccc3)CC2)cc(OC)c1OC (stereo not drawn)	-1	14	7	2	0	6	-7	-2	14
CCN(Cc1ccccc1OC)CC1CCCN(CCc2cccc(OC)c2)C1 (stereo not drawn)	1	15	5	5	2	3	0	-1	8
O=C(Nc1cccnc1)c1ccc(COc2ccccc2Br)cc1	-11	-25	13	0	-4	-15	-12	-1	9
Cc1cccc(N2CCN(C(=O)c3cccc(N4C(=O)C5C6C=CC(C6)C5C4=O)c3)CC2C)c1 (stereo not drawn)	-1	38	-10	3	3	0	5	2	-24
Cc1nc(Nc2ccccc2)sc1C(=O)c1ccccc1	3	11	0	nt	nt	-1	0	0	-5
O=C(NNC(=S)Nc1ccccc1)c1cc(Br)ccc1Cl	2	3	2	7	0	4	6	0	-2
Oc1ccccc1CN1CCCN(Cc2ccccc2O)C1	-3	17	-18	-1	10	12	-2	0	-14
CC(C)c1nc2c([nH]1)c(=O)n(C)c(=O)n2C	-3	8	-10	11	-2	7	9	2	-23
COC(=O)c1c(-c2ccccc2)csc1NC(=O)c1c(-c2ccccc2)noc1C	-8	1	5	6	-5	2	-7	0	-1
O=C(NCc1n[nH]c(=S)n1-c1ccc(Cl)c(Cl)c1)c1ccco1	-3	0	-5	-8	-3	-5	0	3	2
CC(=O)Nc1c(Nc2ccccc2)c2ccccc2oc1=O	0	10	-14	nt	nt	-6	1	-7	-8
CCOC(=O)c1sc(-c2ccc(Br)cc2)cc1N	1	28	-7	3	3	4	-8	2	-6

Ordered by length of the SMILES (falling): part of the list above.
SMILES	LYPLA1 counter	PREPL inh	EBNA-1 inh	PAFAH1B3 FP inh	PAFAH2 inh	GSTO1 counter	LYPLA2 inh	PAD4 inh	ZTA counter
O=C(Nc1cccnc1)c1ccc(COc2ccccc2Br)cc1	-11	-25	13	0	-4	-15	-12	-1	9
O=C(NNC(=S)Nc1ccccc1)c1cc(Br)ccc1Cl	2	3	2	7	0	4	6	0	-2
CCOC(=O)c1sc(-c2ccc(Br)cc2)cc1N	1	28	-7	3	3	4	-8	2	-6

Later entries
SMILES	LYPLA1 counter	PREPL inh	EBNA-1 inh	PAFAH1B3 FP inh	PAFAH2 inh	GSTO1 counter	LYPLA2 inh	PAD4 inh	ZTA counter
COC(=O)c1ccc(/C=N/NC(=O)C(=O)N2CCCCCC2)cc1	-4	-3	10	0	4	8	5	4	2
CC(Sc1nnc(Nc2ccccc2)s1)C(=O)Nc1nc(-c2ccccc2)cs1 (stereo not drawn)	-25	-14	12	12	-7	-1	-32	-5	9
CC1CCCN(C(=O)C2(NC(=O)Nc3cccc(F)c3)CCCCC2)C1 (stereo not drawn)	4	-8	-2	6	4	7	2	0	-22
O=C1CCC(/C=C/c2ccccc2)=NN1	3	-4	-20	4	0	-17	-8	-6	-3
CC1=NN(c2ccc(Br)cc2)C(=O)/C1=C/c1ccc(-c2ccccc2C(=O)O)o1	2	1	2	5	16	13	5	2	-4
O=C(Nc1cc(Cl)ccc1N1CCOCC1)c1cc2ccccc2o1	-3	6	1	0	-2	8	0	-3	-21
CCOc1ccc(CN2CCNC(=O)C2CC(=O)NCc2ccccn2)cc1 (stereo not drawn)	2	17	2	-2	-3	0	7	-1	-17
O=C(NCCC1=CCCCC1)C(=O)NCCc1ccc(Cl)cc1	-2	1	3	1	-2	4	2	-2	-21
Cc1cn2c(nc1=O)OC1C(O)C(COC(=O)c3ccccc3)OC12 (stereo not drawn)	0	-1	-2	1	6	-1	-1	1	5
CN(C)N1C(N)=C(C#N)C(c2ccsc2)C2=C1CCCC2=O (stereo not drawn)	-2	5	6	9	6	6	-3	-1	13
O=c1[nH]c(SCCN2CCOCC2)nc(O)c1-c1ccccc1	3	-8	2	3	-4	-1	6	-1	-1
C#CCNC(=O)C1=C[C@H](c2ccc(C#C)cc2)C[C@H](OCc2ccc(CO)cc2)O1	-5	-6	5	-13	-7	-2	-2	-1	9
CC(C)(C(N)=O)c1ccccc1	3	0	11	6	-3	-1	-1	0	0
O=C(CN1C(=O)C2CCCCC2C1=O)OCn1nnc2ccccc2c1=O (stereo not drawn)	3	0	6	1	-8	6	-4	-5	17
CCOc1ccc(C(=O)N(CN2CCCC2=O)c2cccc(Cl)c2)cc1	3	3	3	9	0	3	3	0	-18
Cc1ccccc1CN1C(=O)c2ccccc2S(=O)c2ccc(C(=O)NCCCN3CCOCC3)cc21 (stereo not drawn)	6	8	-7	-2	9	5	16	0	-5
Cc1ccc2[nH]c3c(=S)nc[nH]c3c2c1	0	8	-10	6	6	3	0	-3	-13
CS(=O)(=O)CCC(C(=O)O)N1C(=O)c2ccc(Oc3ccc(Cl)cc3)cc2C1=O (stereo not drawn)	1	-3	-3	5	3	-2	0	-6	18
C(=C\c1ccco1)/c1nc2ccccc2[nH]1	-3	11	2	3	-1	5	7	-3	-7
Cc1ccc(N(C)S(=O)(=O)c2c[nH]c3ccc([N+](=O)[O-])cc23)cc1	-10	-12	-8	5	-2	-37	-19	-3	5

Entries shown so far that have an aryl thioether with sulfur outside any ring (9):
SMILES	LYPLA1 counter	PREPL inh	EBNA-1 inh	PAFAH1B3 FP inh	PAFAH2 inh	GSTO1 counter	LYPLA2 inh	PAD4 inh	ZTA counter
O=C(O)c1ccccc1SC1CC(=O)N(c2ccc3c(c2)OCO3)C1=O (stereo not drawn)	-2	13	-4	6	9	9	-10	7	4
CCc1cc(-c2nnc(SCC(=O)NC3CC3)n2C)cs1	-3	2	-4	2	7	2	-2	1	-13
CCOC(=O)Cc1c(Sc2ccccc2)c2cc(C)ccc2n1C	-1	-2	6	9	4	1	-4	-1	14
C=CCn1c(SCc2nc3ccccc3c(=O)[nH]2)nc2ccccc2c1=O	3	-7	8	0	0	-2	0	2	-1
CSc1ccccc1NC(=S)Nc1cccc(C(F)(F)F)c1	1	-6	-20	-2	-7	-6	3	-2	0
Cn1c(SCC(=O)NCc2ccc3c(c2)OCO3)nnc1-c1c[nH]c2ccccc12	1	-9	-6	-6	4	3	5	-4	-4
COCCn1c(SCc2ccc(F)cc2)nc2ccccc2c1=O	1	6	4	2	1	-4	-1	1	-2
CC(Sc1nnc(Nc2ccccc2)s1)C(=O)Nc1nc(-c2ccccc2)cs1 (stereo not drawn)	-25	-14	12	12	-7	-1	-32	-5	9
O=c1[nH]c(SCCN2CCOCC2)nc(O)c1-c1ccccc1	3	-8	2	3	-4	-1	6	-1	-1
